sPLA2-III inh: Blocks human group III sPLA2 activity | Q9NZ20 | QFRET BODIPY PC-A2 liposome hydrolysis, fluorescence | inhibition, % at 12.2 µM | 370,000 tested, 0.56% active | AID 743126;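 active = inhibition above mean plus 3 SD of compounds lying within the high and low control bounds, cut at about 19% in these data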;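 note: 0% = median of test compound wells and 100% = no enzyme DMSO wells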
Target sequence (Q9NZ20 whole entry, looked up): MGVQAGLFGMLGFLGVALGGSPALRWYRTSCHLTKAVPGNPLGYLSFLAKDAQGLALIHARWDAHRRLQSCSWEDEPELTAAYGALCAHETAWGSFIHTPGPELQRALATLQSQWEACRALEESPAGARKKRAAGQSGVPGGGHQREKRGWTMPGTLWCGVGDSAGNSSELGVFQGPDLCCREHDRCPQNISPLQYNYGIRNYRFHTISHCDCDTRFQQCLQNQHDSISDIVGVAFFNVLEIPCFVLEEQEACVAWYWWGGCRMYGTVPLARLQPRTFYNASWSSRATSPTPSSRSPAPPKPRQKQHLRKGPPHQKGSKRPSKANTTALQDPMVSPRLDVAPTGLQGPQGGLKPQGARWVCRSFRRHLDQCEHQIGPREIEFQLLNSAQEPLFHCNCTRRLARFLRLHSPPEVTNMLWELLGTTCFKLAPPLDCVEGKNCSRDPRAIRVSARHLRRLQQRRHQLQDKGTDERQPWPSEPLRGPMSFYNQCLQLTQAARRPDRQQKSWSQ
DAX1 inh-1: NR0B1 (DAX1) inhibition. inhibition, % at 6.75 µM. HEK293 Gal4-DAX1 luciferase reporter, luminescence. 340,000 tested, 0.99% active. P51843. AID 504766;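 active = inhibition above the mean over all tested compounds plus 3 SD, cut at about 4.2% in these data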;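 note: 0% = DAX1-transfected cells with DMSO and 100% = empty-vector control cells with DMSO; inhibition shows as a rise in luminescence from relieved DAX1 repression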
Target sequence (P51843 207-470 limits assumed): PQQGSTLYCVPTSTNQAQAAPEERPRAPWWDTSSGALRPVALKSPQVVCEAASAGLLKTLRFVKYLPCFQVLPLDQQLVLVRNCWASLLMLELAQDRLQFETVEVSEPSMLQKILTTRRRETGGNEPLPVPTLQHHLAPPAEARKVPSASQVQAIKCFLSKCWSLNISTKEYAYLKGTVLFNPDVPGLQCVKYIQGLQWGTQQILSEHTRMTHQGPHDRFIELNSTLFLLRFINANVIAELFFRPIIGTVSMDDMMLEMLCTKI
ssDAF-12 act: activators of S. stercoralis DAF-12 nuclear receptor; HEK293 ssDAF-12/GRIP1 lit1-tk-luc reporter, luminescence; % of 3 µM dafachronic acid response; activation, % at 6.8 µM; 370,000 tested, 1% active;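 active = activation above the mean over all tested compounds plus 3 SD, cut at about 0.9% in these data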;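 note: 0% = DMSO-only wells and 100% = 3 µM delta7-dafachronic acid wells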
PG9 binder: binds the HIV-1 gp120 antibody PG9 | inhibition, % at 6.7 µM | 360,000 tested, 0.43% active | AID 624416 | TR-FRET gp120-PG9 antibody binding; in the data active = inhibition above about 8.5%
PLC-beta3 inh: PLC-beta3 (human) inhibition, primary screen; AID 720704; Q01970; Purified PLC-beta3, fluorogenic substrate, fluorescence; inhibition, % at 12.2 µM; 370,000 tested, 0.18% active; in the data active = inhibition above about 11%;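 note: 0% = median of compound wells on plate and 100% = full blocker control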
NR1D1 modulator: Rev-erb alpha (human) modulation | 370,000 tested, 0.79% active | P20393 | Rev-erbα–FITC-DNA binding, fluorescence polarization, 90 min | activity, % at 10 µM | AID 1259318;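 active = activity above about 14%, limit read from the data; passing the limit was not always enough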;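 note: 0% = DMSO wells with 35 nM protein and 100% = DMSO wells with 750 nM protein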
DAX1 inh-2: inhibitors of DAX1 repression of SF-1 activated StAR promoter; HEK293T StAR-luciferase reporter, SF-1/DAX-1 repression relief; inhibition, % at 6.8 µM; 370,000 tested, 1.1% active; AID 652010;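 active = inhibition above the mean over all tested compounds plus 3 SD, cut at about 3.6% in these data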;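 note: 0% = DAX-1 cells with DMSO and 100% = cells lacking DAX-1 with DMSO; higher inhibition means more luminescence from relief of DAX-1 repression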
hcDAF-12 act: activators of H. contortus DAF-12 nuclear receptor | HEK293 hcDAF-12 lit1-tk-luc reporter, luminescence; 0% DMSO, 100% Δ7-dafachronic acid | activation, % at 6.8 µM | 370,000 tested, 1.4% active | AID 652067;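 active = activation above the mean of all tested compounds plus 3 SD, cut at about 5.5% in these data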;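 note: 100% = response to 3 µM Δ7-dafachronic acid high control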
SMARCA2 activ: activators of SMARCA2 function; MG213 cells, MMTV-luciferase reporter, dexamethasone, overnight; activation, % at 9.1 µM; 370,000 tested, 1% active; AID 652017; in the data active = activation above about 7.8%;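 note: 0% = vehicle wells and 100% = reference activator wells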
hgDAF12 agonist: activates the H. glycines DAF-12 receptor ligand-binding domain. activation, % at 6.8 µM. HEK293 GAL4-hgDAF12 UAS-luciferase reporter, agonist luminescence; normalized to butyrate control. AID 687014. 370,000 tested, 1.8% active;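 active = activation above a cutoff set at the mean of all screened compounds plus 3 SD, cut at about 10% in these data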;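 note: 0% = DMSO wells and 100% = sodium butyrate wells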
GAA850 FXN act: increases GAA850 frataxin promoter reporter activity. AID 540364. activation, % at 6 µM. HEK293 lucGAA850 FXN promoter luciferase reporter, 24 h; percent of 10 µM SAHA response. 360,000 tested, 0.56% active;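 active = activation above the average of all compounds screened plus 3 SD, cutoff fixed separately per campaign, cut at about 7.5% in these data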;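 note: 0% = DMSO wells and 100% = 10 µM SAHA wells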
Active calls of the source: *; / = not tested or not shown.

SMILES | sPLA2-III inh | DAX1 inh-1 | ssDAF-12 act | PG9 binder | PLC-beta3 inh | NR1D1 modulator | DAX1 inh-2 | hcDAF-12 act | SMARCA2 activ | hgDAF12 agonist | GAA850 FXN act
COc1ccccc1N1C(=NC(=O)CCC2CCCC2)SC2CS(=O)(=O)CC21 (stereo unspecified) | 3 | -0.4 | -1.0 | -1.2 | -7 | -1 | 0.0 | -0.1 | 1 | 2.7 | 3.2
CCCCn1c(N)c(N(CCOC)C(=O)c2ccc(N3C(=O)CCC3=O)cc2)c(=O)[nH]c1=O | 3 | 1.1 | -0.7 | -2.3 | -3 | 2 | 0.9 | 0.7 | 3 | 2.1 | 1.5
COC(=O)c1ccccc1NC(=O)N1c2ccccc2CC1C (stereo unspecified) | 0 | 0.7 | -1.3 | 1.2 | -17 | 6 | -0.6 | 1.0 | -4 | -1.8 | -1.5
Cc1cccc2sc(NC(=O)c3cc(S(=O)(=O)N(C)C)ccc3N3CCCC3)nc12 | -14 | 0.0 | -1.1 | -3.8 | -6 | -5 | -0.2 | 0.6 | -2 | 3.4 | 2.0
O=C(CN1CCCC1)Nc1ccc([N+](=O)[O-])cc1Cl | 1 | 1.3 | -2.1 | -0.7 | -1 | 5 | -0.6 | -0.6 | -2 | -3.7 | 0.0
Cc1c(C)c2ccc(OCC(=O)c3ccccc3)cc2oc1=O | 1 | 0.3 | -0.7 | 4.5 | -41 | 7 | 0.0 | 4.1 | 0 | 4.0 | 3.5
COc1ccccc1NS(=O)(=O)c1cc(NC(=O)C2CCCC2)ccc1N1CCOCC1 | 6 | -1.4 | -0.6 | 0.3 | 3 | -1 | -0.9 | -0.2 | 5 | -4.5 | 1.8
Nc1nonc1-c1nc2ccccc2n1Cc1ccc(Cl)cc1 | 11 | 2.1 | -1.2 | -0.1 | -6 | 2 | -0.6 | -0.8 | -5 | 3.6 | 0.8
Cc1ccc2c(c1)N(C(=O)CCC(=O)NCCCN1CCN(C)CC1)CC(C)O2 (stereo unspecified) | 9 | 2.1 | -0.9 | -1.6 | 1 | 0 | 0.4 | 0.9 | -2 | 0.7 | 0.6
CCCc1c(C(=O)N/N=C/c2ccccc2C(F)(F)F)nnn1-c1nonc1N | 1 | 0.3 | -1.1 | -0.3 | -3 | 3 | -0.2 | -1.6 | -2 | -2.5 | 1.1

Profiles, quoted from the list.
`COc1ccccc1N1C(=NC(=O)CCC2CCCC2)SC2CS(=O)(=O)CC21` (stereo unspecified) is listed with sPLA2-III inh = 3; DAX1 inh-1 = -0.4; ssDAF-12 act = -1.0; PG9 binder = -1.2; PLC-beta3 inh = -7; NR1D1 modulator = -1; DAX1 inh-2 = 0.0; hcDAF-12 act = -0.1; SMARCA2 activ = 1; hgDAF12 agonist = 2.7; GAA850 FXN act = 3.2
`Cc1cccc2sc(NC(=O)c3cc(S(=O)(=O)N(C)C)ccc3N3CCCC3)nc12` is listed with sPLA2-III inh = -14; DAX1 inh-1 = 0.0; ssDAF-12 act = -1.1; PG9 binder = -3.8; PLC-beta3 inh = -6; NR1D1 modulator = -5; DAX1 inh-2 = -0.2; hcDAF-12 act = 0.6; SMARCA2 activ = -2; hgDAF12 agonist = 3.4; GAA850 FXN act = 2.0

Other results
SMILES | sPLA2-III inh | DAX1 inh-1 | ssDAF-12 act | PG9 binder | PLC-beta3 inh | NR1D1 modulator | DAX1 inh-2 | hcDAF-12 act | SMARCA2 activ | hgDAF12 agonist | GAA850 FXN act
O=c1c2ccccc2nc(CSc2nnnn2-c2ccccc2)n1-c1cccc(C(F)(F)F)c1 | 2 | -1.8 | -0.8 | -0.9 | -2 | 3 | -0.4 | -1.4 | -3 | 0.5 | 3.9
CSCCC(C(=O)NCc1cccs1)N1C(=O)c2ccccc2C1=O (stereo unspecified) | -3 | 1.6 | -0.7 | -1.1 | 2 | -2 | -0.4 | 1.0 | -3 | -0.5 | 1.6
O=C(Nc1ccc(S(=O)(=O)N2CCOCC2)cc1)c1cc(-c2ccccc2O)n[nH]1 | -50 | -1.6 | -1.8 | 0.8 | -35 | 1 | -1.9 | -3.7 | -1 | -1.8 | 1.2
COc1ccc(C2(C(=O)Nc3ccc(S(N)(=O)=O)cc3)CCCC2)cc1 | -16 | -1.1 | -1.5 | 1.5 | -5 | 3 | -0.3 | -1.8 | -2 | 0.5 | 1.4
CCc1ccc(Oc2cc(Cl)nc(N)n2)cc1 | -9 | 1.3 | -0.8 | -2.7 | 6 | 6 | 0.5 | 0.6 | 2 | 5.3 | 7.7*
Cc1ccccc1Cn1cc(COC(=O)NCCc2ccccc2)nn1 | -1 | / | -1.9 | / | -6 | -6 | 0.5 | -1.5 | 0 | 1.3 | /
COC(=O)c1sccc1NC(=O)CC1C(=O)NCCN1C(=O)c1ccc(C)c(C)c1 (stereo unspecified) | 2 | 0.3 | 0.7 | 0.0 | -4 | -5 | 0.2 | 0.2 | -4 | 0.6 | 3.3
Cc1ccc(C)c(CN2C(=O)c3ccccc3S(=O)c3ccc(C(=O)NCCCN4CCCC4)cc32)c1 (stereo unspecified) | -6 | 0.1 | -1.3 | -0.3 | -11 | -2 | 2.4 | 1.6 | -2 | 1.5 | -3.1
C/C(=N/NC(=O)CNC(=O)c1ccccn1)c1ccc([N+](=O)[O-])cc1 | 1 | 0.9 | -1.1 | -1.5 | 3 | 1 | 0.8 | 1.7 | -1 | 3.9 | -0.2
COc1ccc(-n2nc(C(=O)NCC(=O)NC3CCCCCC3)c3ccccc3c2=O)cc1OC | 0 | -2.3 | -0.9 | 0.0 | -10 | 0 | -0.2 | 0.2 | -3 | -3.4 | 1.4
CCN(CC)CCCNC(=O)c1cc2c(=O)n(C)c3ccccc3c2n1C | 1 | 7.5* | -0.5 | -1.9 | 1 | 4 | 3.4 | 3.2 | -1 | 3.0 | -0.2
Cc1c(NC(=S)NC(=O)CC(C)C)c(=O)n(-c2ccccc2)n1C | 8 | 4.0 | -1.1 | 0.5 | -1 | 1 | 0.2 | 0.8 | 0 | -0.4 | -0.5
CCOC(=O)N1CCN(C(=O)c2oc3ccc(S(=O)(=O)N4CCCCCC4)cc3c2C)CC1 | 1 | -0.3 | -1.4 | 2.2 | 1 | -6 | -0.9 | -1.4 | -2 | -3.0 | 0.2
Cc1ccccc1-n1c(CSC(=N)N)nc2ccccc2c1=O | -4 | 1.7 | -1.0 | -1.1 | -75 | -3 | 0.1 | -0.8 | 5 | 1.5 | 2.0
COc1ccc2c(c1)CCC/C2=N\NC(=O)c1ccoc1C | 21* | 3.1 | 1.2* | 0.0 | -5 | -2 | 4.6* | 7.6* | 4 | 25* | 6.3
COc1ccc(/C=C/C2=CC(C)(C)NC(=S)N2)c(OC)c1 | 6 | 1.5 | -1.5 | 0.1 | -4 | 7 | -0.3 | -1.5 | -3 | 1.2 | -2.6
Cc1cc(N2CCCC2=O)cc(C)c1S(=O)(=O)Nc1c(C)nn(C)c1C | 4 | -1.2 | -1.3 | 0.6 | 5 | -3 | 0.7 | -0.4 | 2 | -0.6 | 2.3
COc1cccc(C(=O)N(C)c2nnc(-c3ccncc3)s2)c1 | 2 | 0.0 | -1.0 | -0.4 | -3 | 1 | -0.2 | -1.5 | 2 | 2.5 | -0.2
COCCCNC(=O)CN1C(=O)COc2ccc(S(=O)(=O)N3CCOCC3)cc21 | 3 | 0.0 | -1.4 | 0.0 | -2 | 2 | -0.3 | 0.0 | 5 | -2.1 | -1.3
COc1ccc([C@H]2/C=C\CN(S(=O)(=O)c3ccc4ccccc4c3)[C@@H](C)C(=O)N2Cc2ccc(F)cc2)cc1 | -2 | 0.9 | -1.8 | 1.3 | 1 | -1 | -0.3 | -0.8 | 2 | -0.7 | -1.1
CC(=C/c1ccc(C(C)C)cc1)/C=N/NC(=O)Cn1nnnc1N | -12 | -1.4 | -0.2 | -0.1 | -6 | -1 | -0.1 | 1.7 | -3 | 2.3 | 0.7
COc1ccc(S(=O)(=O)NCc2ccc(C(=O)N3CCc4ccccc4C3)cc2)cc1 | -13 | -1.5 | -0.5 | 3.1 | -1 | -1 | -0.8 | -1.1 | -3 | -3.1 | -0.7
CC1(Oc2ccccc2-c2ccn[nH]2)CCN(Cc2ccc(OC(F)(F)F)cc2)C1 (stereo unspecified) | -3 | / | -0.9 | 1.1 | -1 | 2 | 0.0 | 0.0 | -1 | 0.6 | -1.8
O=C(Cc1ccccc1)Nc1ccc(NC(=O)c2ccco2)cc1Cl | -17 | 0.1 | -1.4 | 0.9 | -4 | 3 | -0.1 | -0.7 | -1 | 0.5 | 2.3
CC(=O)C1=C(O)C(=O)N(c2ccc(S(=O)(=O)Nc3nccs3)cc2)C1c1ccc(F)cc1 (stereo unspecified) | -25 | 0.1 | -1.6 | 0.2 | -28 | 2 | 0.3 | -1.9 | -2 | -0.5 | 0.0
Cc1cc(C)n2ncc(/C(N)=N/OC(=O)Nc3ccccc3)c2n1 | 14 | 0.9 | -0.9 | 1.0 | -6 | 5 | 0.3 | -1.7 | -3 | 0.0 | 2.7
Cc1ccc(C(=O)NCC(=O)N(C)CC(=O)Nc2ccccc2Br)s1 | 0 | 0.8 | -1.7 | 2.1 | -2 | -4 | -0.7 | -1.2 | 2 | -0.7 | 1.2
COc1ccc(C(=O)NNC(=O)COC(=O)c2sccc2C)cc1 | -1 | 0.2 | -1.0 | -1.7 | -4 | 4 | 2.6 | 0.3 | 6 | -0.4 | -0.1
CC(=O)Nc1ccc(C=CC=Cc2cccc([N+](=O)[O-])c2)cc1 | -11 | 1.6 | -0.4 | -2.3 | -3 | -4 | -1.3 | -1.4 | 3 | 4.4 | 3.5
O=S(=O)(NC1=NCCCCC1)c1cccs1 | 4 | 0.7 | -1.4 | 1.1 | 1 | 0 | -0.3 | -0.7 | -3 | 1.4 | 1.5
O=C(COC(=O)c1ccc(CO)cc1)NCc1cccs1 | -5 | 0.0 | -1.0 | -0.5 | 2 | -1 | 0.1 | -0.2 | -1 | -1.8 | 0.3
COc1ccc(C(=O)Nc2ccccc2-c2nnn(CC(=O)Nc3ccc4c(c3)OCCO4)n2)cc1 | -2 | 0.4 | -1.4 | -1.8 | 0 | 0 | -0.6 | -1.0 | 6 | -0.8 | -3.0
c1ccc(Oc2ccccc2-c2cc(NCCc3cccnc3)n3nccc3n2)cc1 | -1 | / | -0.8 | -1.2 | -328 | -3 | -0.3 | -2.7 | 2 | -4.1 | 2.4
COC(=O)/C=C1\N/C(=N\c2nc(C)cc(C)n2)N(c2ccc(C)c(C)c2)C1=O | 7 | 2.8 | -0.3 | -2.1 | 5 | -4 | -0.6 | 2.7 | -1 | 5.5 | 4.5
CCCN1CCCCC(NC(=O)c2ccc(Cl)cc2Cl)C1=O (stereo unspecified) | -1 | / | -0.2 | -0.8 | -1 | -10 | -0.7 | -0.6 | 0 | -1.1 | /
CCOCC(=O)Nc1nc2ccccc2s1 | -6 | 0.9 | -0.4 | 0.0 | 0 | 3 | 0.6 | 2.5 | 5 | 9.9 | 3.6
CC(C)=CC(=O)O[C@H]1[C@@H]2[C@H](C)C(=O)O[C@@H]2C[C@@H](C)[C@@H]2[C@@H](O)CC(=O)[C@]21C | 10 | 0.5 | -1.5 | -0.3 | -1 | -1 | -0.4 | 0.6 | -2 | -0.7 | 2.1
